# Screening results: PubChem, several laboratories
# E coli RNAP: E. coli RNAP inhibitors, biochemical; DNA-directed RNA polymerase subunit beta (Escherichia coli (strain K12)), P0A8V2; E. coli RNA polymerase, fluorescence transcription assay; inhibition, %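 (tested at 10 µM)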; 0.2% of 62,000 active; AID 559, 2006; in the data active = inhibition above about 20%;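 note: 0% = enzyme without compound and 100% = no enzyme blank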
# Target sequence (P0A8V2 whole entry, looked up): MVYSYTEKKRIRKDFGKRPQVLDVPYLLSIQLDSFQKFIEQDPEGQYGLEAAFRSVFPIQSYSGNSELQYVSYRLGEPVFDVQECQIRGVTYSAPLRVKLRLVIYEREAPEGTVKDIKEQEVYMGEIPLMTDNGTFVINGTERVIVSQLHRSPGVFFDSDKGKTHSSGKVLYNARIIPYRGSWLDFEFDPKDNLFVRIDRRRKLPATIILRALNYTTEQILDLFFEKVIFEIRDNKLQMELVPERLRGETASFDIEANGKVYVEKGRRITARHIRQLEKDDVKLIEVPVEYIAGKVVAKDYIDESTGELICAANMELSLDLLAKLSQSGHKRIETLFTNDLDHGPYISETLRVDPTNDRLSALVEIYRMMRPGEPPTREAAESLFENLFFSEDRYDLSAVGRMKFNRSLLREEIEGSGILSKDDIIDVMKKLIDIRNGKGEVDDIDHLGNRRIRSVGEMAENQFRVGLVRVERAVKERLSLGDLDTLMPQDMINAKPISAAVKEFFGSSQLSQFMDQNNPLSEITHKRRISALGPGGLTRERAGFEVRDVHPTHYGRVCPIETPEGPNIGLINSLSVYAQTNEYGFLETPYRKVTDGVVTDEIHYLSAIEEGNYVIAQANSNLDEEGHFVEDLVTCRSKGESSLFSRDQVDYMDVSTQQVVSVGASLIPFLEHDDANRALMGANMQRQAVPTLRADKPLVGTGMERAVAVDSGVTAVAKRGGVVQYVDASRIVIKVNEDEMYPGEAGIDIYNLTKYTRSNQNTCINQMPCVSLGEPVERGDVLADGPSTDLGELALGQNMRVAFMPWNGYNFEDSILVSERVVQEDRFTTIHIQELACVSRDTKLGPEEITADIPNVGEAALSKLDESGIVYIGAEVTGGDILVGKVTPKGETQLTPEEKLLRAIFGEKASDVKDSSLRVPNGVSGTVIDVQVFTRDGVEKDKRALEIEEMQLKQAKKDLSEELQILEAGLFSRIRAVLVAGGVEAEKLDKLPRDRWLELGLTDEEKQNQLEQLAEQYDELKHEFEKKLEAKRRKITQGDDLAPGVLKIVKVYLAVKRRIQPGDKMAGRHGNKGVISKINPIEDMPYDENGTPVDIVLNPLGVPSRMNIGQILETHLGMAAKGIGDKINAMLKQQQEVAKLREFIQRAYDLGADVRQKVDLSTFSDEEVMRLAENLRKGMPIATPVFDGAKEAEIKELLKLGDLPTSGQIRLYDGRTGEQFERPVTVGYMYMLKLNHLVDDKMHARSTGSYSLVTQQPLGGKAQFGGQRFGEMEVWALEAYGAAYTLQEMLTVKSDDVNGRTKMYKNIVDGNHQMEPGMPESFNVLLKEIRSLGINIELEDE
# M1 agonist: M1 muscarinic receptor agonists, primary screen, CHO-M1 cells, Fluo-4 calcium, agonist mode | Muscarinic acetylcholine receptor M1 | Fluo-4 calcium fluorescence; hits give high values | B-score at 10 µM | 3% of 64,000 active | AID 626, 2007;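 active = fluorescence rise, raw or as B-score row- and column-corrected plate score, outside the 99.7% band of its plate's samples, either direction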
# S1P3 ag: human S1P3 receptor agonists, primary screen, cell-based, primary and confirmation, NFAT-BLA reporter; Sphingosine 1-phosphate receptor 3 (Homo sapiens), Q99500; S1P3 NFAT-BLA reporter cells, agonism, FRET ratio; relative to 1 µM S1P, basal subtracted; activation, % at 4.5 µM; 0.1% of 60,000 active;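 active = activation above the screen-wide mean plus 3 SD, cut at about 4.5% in these data, passing the limit was not always enough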; note: some compounds called inactive have numbers as strong as hits
#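 Material: Human S1P3 NFAT-BLA reporter CHO cells | Incubation: Overnight plating, 4 h compound 37 °C, 2 h substrate RT | Signal: FRET β-lactamase substrate fluorescence, excitation 405 nm, 460/535 nm emission ratio, background-subtracted | Compound: 4.5 µM final, single dose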
# TNAP act mid DEA: human TNAP enzyme activators, primary screen, biochemical, luminescent, intermediate phosphate acceptor level; purified TNAP, CDP-star luminescence, 100 mM DEA, 30 min; hits give high values; scale: 0 levamisole-inhibited, 1 vehicle-only enzyme; 64,000 tested, under 10 active; activation factor at 20 µM;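 active = activation factor of at least 2 at 20 µM, relative to controls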
# Jurkat tox 60K: cytotoxicity toward Jurkat T cells, primary screen, cytotoxicity control, cell-based, Jurkat E6.1, 60K MLSMR library; 1.2% of 56,000 active; inhibition, % at 4 µM; Jurkat E6.1 viability, ATP luminescence, 48 h;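 active = inhibition above the mean inhibition of all tested compounds plus 3 SD, cut at about 28% in these data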
# HEK293 NFkB inh: inhibitors of PMA/ionomycin-induced NF-kB reporter, primary screen, antigen receptor NF-kB inhibitor project, cell-based, HEK-293 luciferase reporter, luminescence; HEK-293 NF-kB luciferase reporter; inhibition, % at 3 µM; 0.21% of 62,000 active; AID 465, 2006;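 active = inhibition above the mean of all tested compounds plus 3 SD, cut at about 40% in these data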;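 note: 0% = stimulated DMSO wells and 100% = 10 µM reference inhibitor 5653914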
#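 Signal: luciferase luminescence; Material: HEK-293 cells with stable firefly luciferase reporter driven by four HIV NF-kB elements; Probe or stimulus: PMA with ionomycin; Replication: tested once; Times: 1 h compound pretreatment, then 16 h stimulation at 37 °C, 5% CO2; Benchmarks: DMSO and 10 µM reference inhibitor; Evaluation: per-plate % inhibition versus controls.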
# D1 mod: D1 CRE-luciferase signal change, two-sided – cell-based, HEK293 D1, dopamine EC30, D1 allosteric modulator project, primary screen | dopamine EC30 potentiation; actives deviate in either direction | B-score at 10 µM | 5.9% of 58,000 active | AID 641, 2007;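 active = luminescence count or its row- and column-corrected plate score outside the 99.7% band of the plate's sample wells, on either side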
# S1P1 ag-PAM: S1P1 agonists and agonism potentiators, primary screen, cell-based, primary and confirmation screens, CRE-bla reporter; AID 449, 2006; S1P1 CRE-bla cells, forskolin, beta-lactamase FRET, potentiator mode; S1P1 agonist co-added at EC20, 2 nM; 100% = saturating reference agonist, 0% = basal; activation, % at 9.5 µM; 0.57% of 56,000 active;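 active = activation above a cutoff set at the mean activation of all tested compounds plus 3 SD, cut at about 54% in these data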;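 note: forskolin at 4 µM as EC80 and the EC20 agonist is SEW2871; 100% = SEW2871 at its EC100 plus forskolin at EC80; some compounds past the cut are filed as inactive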
# M1 antagonist: antagonists of rat M1 muscarinic receptor; B-score at 10 µM; AID 628, 2007; 3.4% of 64,000 active; CHO-M1 cells, Fluo-4 calcium, ACh EC80 antagonist mode; hits give low values;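 active = calcium fluorescence response, raw or row-and-column corrected B-score, differing from the plate sample mean either way at a set confidence level, mostly lower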
# * = called active by the depositor; / = not tested or not shown.
SMILES,E coli RNAP,M1 agonist,S1P3 ag,TNAP act mid DEA,Jurkat tox 60K,HEK293 NFkB inh,D1 mod,S1P1 ag-PAM,M1 antagonist
O=C(Nc1ccc(Cl)cc1)N1CCC(c2nc(-c3ccc(F)cc3)no2)CC1,1.4,-0.601,-0.9,1,3.4,19.6,-0.956,57.1*,0.172
c1ccc(C2=NCCCN2)cc1,-1.9,-0.586,-0.5,0.9,9.4,22.3,-0.294,-4.8,-0.541
O=C(Oc1cccc2cccnc12)c1ccc(Br)o1,-5.6,0.5,-0.8,1.1,-3.8,6.8,0.142,7.5,-0.33
COc1ccc(C)cc1S(=O)(=O)Nc1cccc(Cl)c1,9.2,-0.121,-0.9,1,2.0,4.3,0.29,-4.0,0
Cc1ccnc(NC(=O)CCC(=O)N(CC(=O)NC(C)(C)C)C2CCCC2)c1,11.4,-0.0137,-0.8,0.9,-3.5,13.5,-0.602,-7.5,0.025
CCOC(=O)N1CCN(C(=O)c2ccc(NC(=O)c3ccc(C)cc3)cc2)CC1,/,0,-0.8,0.9,-2.0,10.6,-1.38,9.7,-0.168
c1ccc(-c2nnc(OCCN3CCOCC3)c3ccccc23)cc1,4.3,-0.579,-1.4,0.8,/,/,4.28,-2.5,-0.436
c1coc(CNC2CCCCCCC2)c1,-1.2,0.0493,-0.3,1,5.3,12.6,-0.0157,2.3,-0.00443
O=C(COc1ccccc1Cl)N1CCCC1,-16.3,-1.02,-0.2,0.9,1.8,13.3,-1.96,/,1.03
CCOC(=O)c1cccc(NC(=O)Cn2c(CC(=O)NC)nc3ccccc32)c1,-4.1,-0.0423,0.1,0.8,0.8,4.1,0.74,-18.7,0.186
CCOc1ccc(-c2nnc(NC(=O)c3ccc(OCC(C)C)c(OC)c3)o2)cc1,4.0,0.073,-0.5,0.9,1.4,11.0,0.211,16.4,-0.101
CN(C)CC(O)COc1ccc(C(C)(C)c2ccc(OCC(O)CN(C)C)cc2)cc1 (configuration not stated),4.3,-1.44,1.6,0.9,/,/,/,15.8,0.0564
CC/C(=C1/C(=O)CC(C)(C)C(C(=O)OC)C1=O)N1CCCC1 (configuration not stated),0.1,-0.626,-0.6,0.9,-14.2,-0.4,-1.22,-16.6,0.15
COC(=O)Nc1ccc2c(c1)N(C(=O)CCN1CCOCC1)c1ccccc1S2,-0.9,-0.295,-1.7,1,9.5,21.2,4.3*,-4.3,-5.2*
O=S(=O)(NC1CCCCC1NS(=O)(=O)c1ccc(F)cc1)c1ccc(F)cc1 (configuration not stated),6.8,0.203,-0.4,0.8,3.0,12.2,0.656,-0.4,-0.833
CCOC(=O)C1=C(C)N=C2SC(C)C(=O)N2C1c1ccc(OC(C)=O)c(OCC)c1 (configuration not stated),4.4,0.456,0.5,0.9,0.6,8.3,/,0.1,0.259
COc1ccc(S(=O)(=O)Nc2ccc(CC#N)cc2)cc1,2.3,-1.37,-0.8,0.9,5.5,8.8,-1.74,/,-0.0445
COc1ccccc1CNC(=O)CCS(=O)(=O)c1cccs1,6.0,1.25,/,0.9,/,3.6,0.757,/,1.17
Cc1nc2ccc(S(=O)(=O)NC(C(=O)NC3CCCC3)C(C)C)cc2s1 (configuration not stated),2.4,-0.0129,-0.2,0.9,-1.2,14.0,0.655,-17.9,0.25
CCC(C)Nc1nc2c(c(=O)n(C)c(=O)n2C)n1Cc1ccc(Cl)cc1 (configuration not stated),3.7,-1.17,-1.5,1,3.2,0.6,0.032,-15.8,-0.875
CCOC(=O)c1ccc(NC(=O)N2CC(C)OC(C)C2)cc1 (configuration not stated),10.1,-0.384,-0.7,0.9,-3.9,5.4,-1.02,11.5,-0.278
COc1ccc(N=C2CCCN2CC(N)=O)cc1,0.7,-0.205,1.3,1,-1.5,5.3,-0.151,-41.7,0.0605
CN1CCN(S(=O)(=O)c2ccc(=O)[nH]c2)CC1,3.5,-0.0961,-0.7,0.9,0.1,-1.5,0.258,-8.8,1.14
NC(=O)c1c(-c2cccs2)csc1N,5.8,1.64,-0.8,0.9,-7.8,13.3,0.284,20.1,-0.238
COc1ccc(OCC(=O)Nc2cccc(-c3nc4ccccc4o3)c2)cc1,-10.4,-0.0194,-1.0,1,6.8,-1.3,-0.0966,-28.2,-1.06
COc1ccc(S(=O)(=O)N(C)CC(=O)Nc2c(F)cccc2F)cc1,6.1,-0.626,-0.3,0.8,-5.5,-6.7,0.313,/,-0.38
CC(=O)OC(C)(CCC(C)(OC(C)=O)C(C)=O)C(C)=O (configuration not stated),2.8,0.368,-0.9,0.9,-0.1,13.8,-2.22,-11.6,-0.016
O=c1c2ccccc2nnn1CSc1nc2ccccc2c(=O)n1Cc1ccco1,3.5,0.974,0.2,0.9,1.3,6.8,0.897,15.2,1.32
Cc1ccc(-c2nnn(CC(=O)N(Cc3cccs3)C(C(=O)NC(C)(C)C)c3ccco3)n2)o1 (configuration not stated),8.9,-0.708,0.0,0.9,1.7,14.2,0.492,-47.6,0.0878
O=c1c2cc3c(cc2[nH]c(=S)n1CCN1CCOCC1)OCO3,-1.7,0.122,/,0.9,/,3.0,-1.01,/,-0.00202
O=C(c1cccs1)n1nc(-c2ccccc2)nc1NCc1ccco1,11.1,0,-1.5,0.9,-3.0,9.7,/,12.7,-0.113
N#Cc1c(N2CCN(C(=O)c3ccco3)CC2)nc(-c2ccccc2)c2c1CCCC2,2.8,-0.605,-1.3,0.9,5.7,9.6,2.78*,12.3,-0.0186
Cn1c(=O)c2c(nc(NCc3ccco3)n2CC(O)COc2ccccc2)n(C)c1=O (configuration not stated),/,1.61,-0.8,0.9,8.4,2.2,-1.17,-32.5,-0.0137
c1cn(CCCNc2ncnc3nc[nH]c23)cn1,5.5,-0.325,1.2,1.2,-5.5,18.9,0.854,-7.6,0.411
CCc1nnc(NC(=O)c2cccs2)s1,1.3,1.58,0.7,0.9,-10.9,-14.9,-1.13,-6.9,0.236
O=C(Nc1ccc(N2CCCCC2)cc1)c1cncc(Br)c1,7.7,0.029,-2.3,0.9,6.0,-20.1,-0.932,48.6,0.268
CCCCCOC(=O)Cn1c(N2CCOCC2)nc2c1c(=O)[nH]c(=O)n2C,0.2,1.34,-0.4,0.9,3.1,12.0,/,-1.4,0.153
CCc1ccc(NC2=NCC(=O)N2Cc2ccc3c(c2)OCO3)cc1,-8.8,/,1.1,1,-2.9,-8.7,/,9.6,/
CC(C)OC(=O)C1C2C=CC3(CN(CC4CCCO4)C(=O)C13)O2 (configuration not stated),/,0.258,-0.6,/,2.1,-10.4,0.264,-0.2,0.588
COC(=O)C1=C(C)N(C)C(C)=C(C(=O)OC)C1c1cccc(Br)c1,7.6,0.487,0.2,1,-3.4,-3.0,0.373,-6.2,-0.412
Cc1nnc(C)n1/N=C/c1cc(Br)ccc1O,-3.8,8.22*,-1.5,0.9,1.5,16.4,1.16,-17.9,-0.56
Cc1cc(=O)[nH]c2c1c(C)nn2-c1ccccc1,0.2,-0.0888,-0.7,0.9,4.8,4.9,1.44,0.7,-0.0399
CC(=O)Nc1nc(C)c(Cc2ccccc2)c(=O)[nH]1,-2.5,1.19,-1.1,1,7.9,6.6,0.604,-25.4,0.329
CCOc1ccccc1-n1c(SCC(=O)NC(C)(C)C)nnc1-c1ccoc1C,-0.3,0.908,-0.3,0.9,-5.0,16.3,-0.637,5.5,0.306
COCCOC(=O)C1=C(C)N(Cc2ccccc2)C(=O)NC1c1cccc(OC)c1OC (configuration not stated),4.2,0.0166,-0.7,1,-2.5,10.3,-0.137,-18.0,0.42
Cc1cccc(CSc2nnc(Cn3c(=O)sc4ccccc43)n2C)c1,-3.0,0.0125,-0.9,1,7.4,18.1,0.46,15.9,-0.364
Cc1nc2ccccc2c2nc3ccccc3n12,1.0,-0.835,/,0.9,/,/,2.03,/,-0.767
CCCCOc1ccccc1C1C(C(N)=O)=C(C)Nc2nnnn21 (configuration not stated),5.3,0.17,0.1,0.9,-3.2,-1.0,-0.879,8.6,0.422
O=C(NCc1ccncc1)c1ccc(Cl)c(S(=O)(=O)N2CCOCC2)c1,4.5,-0.417,/,0.9,/,8.4,/,/,0.186
COc1ccccc1N1CCN(C(=O)Cn2nc(C(F)(F)F)c3c2CCC3)CC1,6.6,0.074,0.2,0.9,-1.6,20.1,-0.28,0.8,-0.421
Cc1csc(NC(=O)C(CC(C)C)NS(=O)(=O)c2ccc3c(c2)oc(=O)n3C)n1 (configuration not stated),-0.2,-0.098,-0.4,0.9,-2.5,13.5,-0.711,-11.3,1.42
O=C(Cn1cnc2c(cnn2-c2ccc(F)cc2)c1=O)NCCc1ccccc1,5.5,-0.358,-0.5,0.9,-3.0,9.6,-0.343,-3.5,-0.00306
Cc1cc(Br)ccc1NC(=O)CNC(=O)CN(C)Cc1nc2ccccc2c(=O)[nH]1,-0.3,-0.192,-1.8,1.1,3.9,6.7,-0.735,17.1,0.0246
CCOC(=O)Cc1csc(NC(=O)C2CCCCC2C(=O)O)n1 (configuration not stated),6.0,-1.27,/,0.9,/,4.0,0.0278,/,-0.492
O=CN1CCC(=O)N(Cc2ccccc2)c2ccccc21,-0.7,/,0.4,1,-2.0,8.7,-1.82,-5.9,/
Cc1ccc(C)c2[nH]c(=O)c(C(c3nnnn3C3CCCC3)N3CCOCC3)cc12 (configuration not stated),5.9,-0.0158,0.7,0.9,-7.8,8.1,-0.00944,-7.3,-0.502
O=c1[nH]c(CN2CCN(c3ccccc3Cl)CC2)nc2ccsc12,6.0,-1.86,-0.8,1,-1.9,28.1,1.02,4.2,-0.664
O=C(CN1C(=O)CSc2ccccc21)NCCC1=CCCCC1,6.7,-0.852,1.4,1,-2.1,12.8,0.73,9.2,-0.305
Cc1ccccc1P(=O)(CO)c1ccccc1C,13.3,0.0022,-1.0,0.9,1.0,-1.8,-1.53,-8.0,0.036
CN1CCN(Cc2nc(N)nc(Nc3ccc4c(c3)OCCO4)n2)CC1,1.2,0.295,0.4,0.8,-8.6,4.1,0.0202,-2.1,1.26*
CCOC(=O)c1oc2ccccc2c1NC(=O)CN1CCN(C)CC1,4.9,0.0578,1.7,0.9,-8.4,2.4,3.48*,-8.7,-1.13
COc1ccccc1NC(=O)CSc1nnc(C)n1CCc1ccccc1,-0.5,-0.831,-0.1,0.9,2.5,9.5,-0.557,-12.1,-0.0291

# Random excerpt: 2 records from the list, in no set order.
SMILES,E coli RNAP,M1 agonist,S1P3 ag,TNAP act mid DEA,Jurkat tox 60K,HEK293 NFkB inh,D1 mod,S1P1 ag-PAM,M1 antagonist
Cc1ccccc1P(=O)(CO)c1ccccc1C,13.3,0.0022,-1.0,0.9,1.0,-1.8,-1.53,-8.0,0.036
Cc1cc(Br)ccc1NC(=O)CNC(=O)CN(C)Cc1nc2ccccc2c(=O)[nH]1,-0.3,-0.192,-1.8,1.1,3.9,6.7,-0.735,17.1,0.0246
